High-throughput results from PubChem BioAssay.
GPR55 antagonists: inhibition of LPI-stimulated GPR55 beta-arrestin translocation – imaging, U2OS, beta-arrestin-GFP, LPI agonist, primary screen (AID 2013); 0.13% of 290,000 active; inhibition, % at 10 µM, or IC50 in µM where a hit was titrated; U2OS GPR55 beta-arrestin-GFP translocation imaging, LPI antagonism; higher % means a stronger effect;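 active = spots per cell inhibited over 60%, with over 100 cells counted and total cytoplasm intensity under 500,000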;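 note: U2OS cells stably carrying GPR55 and arrestin-GFP stimulated by 5 µM LPI near EC80; imaged beta-arrestin-GFP aggregate spots per cell after agonist stimulation; plate controls were LPI-stimulated DMSO wells for no effect and DMSO wells without LPI for full effect; some results filed as inactive read as strong as hits; confirmed hits need IC50 under 10 µM and bright autofluorescent wells are also inconclusive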
SV40 large T antigen: SV40 large T antigen inhibitors, biochemical (AID 1903); SV40 large T antigen ATPase/helicase inhibition assay; higher % means a stronger effect; one-dose inhibition, % at 20 µM; IC50 in µM for titrated hits; 0.39% of 310,000 active; in the data active = a potency from the dose series; note: strong numbers were not always called active
UTI89 phage lysis: protection from phage-mediated lysis, alamar blue read-out – E. coli UTI89, K1F phage, bacterial capsule biogenesis inhibitors (AID 488966) | E. coli UTI89 K1F phage lysis, alamar blue, 2 h; higher % means a stronger effect | inhibition, % at 100 µM; hits with a dose series show IC50 in µM | 0.02% of 340,000 active;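 active = phage lysis inhibition, versus mean bacterial control, above a set limit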;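 note: capsule biogenesis inhibitors block K1F phage lysis so surviving cells raise fluorescence; higher fluorescence means more inhibition of phage lysis; actives were called in the ten point dose series up to 300 µM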
NS5 inhibitors: flavivirus cap methylation enzyme inhibition – biochemical, confirmation dose response, primary screen (AID 588689); Dengue-2 NS5 methyltransferase capping enzyme assay, biochemical; higher % means a stronger effect; 0.3% of 340,000 active; one-dose inhibition, % at 25 µM; IC50 in µM for titrated hits; in the data active = a potency from the dose series
GPR35 arrestin U2OS: inhibition of zaprinast-stimulated GPR35 beta-arrestin translocation – imaging, U2OS, beta-arrestin-GFP, zaprinast agonist, primary screen (AID 2058) | U2OS GPR35 beta-arrestin-GFP translocation imaging, zaprinast antagonism; higher % means a stronger effect | one-dose inhibition, % at 10 µM; IC50 in µM for titrated hits | 0.052% of 290,000 active;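 active = inhibition of at least 50% with at least 30 cells and total cytoplasm GFP at most 10,000,000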
HIV peptide binding: inhibitors of HIV fusion peptide binding, primary screen, biochemical, uHTS, fluorescence dequenching (AID 1986). cell-free peptide binding, fluorescence dequenching, 30 min; higher % means a stronger effect. inhibition, % at 20 µM, or IC50 in µM where a hit was titrated. 0.3% of 290,000 active; in the data active = inhibition mostly above about 52%, no sharp cut-off; inactive = mostly below about 76%; note: some results filed as inactive read as strong as hits
Salmonella PhoP GFP: inhibitors of PhoP regulon expression, primary screen, Salmonella Typhimurium, GFP reporter (AID 1863). S. Typhimurium PhoP-regulated promoter GFP reporter, 4 h; higher % means a stronger effect. inhibition, % at 50 µM, or IC50 in µM where a hit was titrated. 0.16% of 300,000 active;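 active = inhibition over 29.93%, a cutoff 3 SD above the screen mean, later confirmed by dose response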;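 note: 0% = low Mg2+ inducing control and 100% = high Mg2+ repressing control; strong numbers were not always called active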
RSV CPE inhibition: inhibition of RSV-induced cytopathic effect – HEp-2 cells, primary 10 µM value included (AID 2391); HEp-2 cells, RSV-induced CPE inhibition; higher % means a stronger effect; CPE inhibition, % at 10 µM; hits with a dose series show IC50 in µM; 0.13% of 310,000 active; in the data active = a potency from the dose series; note: strong numbers were not always called active
Rac1 GTP hydrolysis: MgcRacGAP GTPase-activating activity inhibitors, confirmation, biochemical, ADP Hunter fluorescence; MgcRacGAP-stimulated Rac1 GTP hydrolysis, ADP Hunter fluorescence; higher % means a stronger effect; GST-tagged Rac1 F28L mutant substrate; one-dose inhibition, % at 30 µM; IC50 in µM for titrated hits; 0.6% of 340,000 active; AID 624330;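 active = first-screen hits whose inhibition reached a set limit at any dose in the follow-up dose series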;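 note: fluorescence reports GDP produced by GAP-driven GTP hydrolysis; strong numbers were not always called active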
NS5 inhibitors pilot replicate: second read-out of NS5 inhibitors, no call of its own (marks repeat the call); inhibition, %; measured here: pilot screen replicate inhibition
* hit, by the source's call; nt = no result given; [ ] = dose if it differs, or a comment.

SMILES	GPR55 antagonists	SV40 large T antigen	UTI89 phage lysis	NS5 inhibitors	GPR35 arrestin U2OS	HIV peptide binding	Salmonella PhoP GFP	RSV CPE inhibition	Rac1 GTP hydrolysis	others
Cc1ccccc1NC(=O)c1ccc(CN2CCc3ccccc3C2)cc1	8%	24%	-0.1%	-5%	-2%	-1.9%	-5%	-0.8%	12%
CCN1CCN(Cc2ccc(NC(=O)c3ccc(C)c(NC(=O)c4ccc5n[nH]nc5c4)c3)cc2C(F)(F)F)CC1	-4%	22%	0.0%	-6%	7%	-0.8%	-4%	1.1%	4%
COc1ccc(S(=O)(=O)N(C)CC(=O)Nc2ccc(C)cc2)cc1OC	1%	5%	0.3%	-9%	-5%	0.2%	5%	6.4%	6%
CCC(=O)N1CCC2(CC1)Oc1ccc(F)cc1C(=O)C21CC(c2ccc(Cl)cc2)=NO1 (configuration not stated)	14%	18%	1.2%	-5%	2%	-2.0%	-4%	2.0%	10%
CCCCn1c(N)c(N(CC)C(=O)c2ccccc2C)c(=O)[nH]c1=O	5%	1%	0.3%	-6%	-22%	-1.6%	3%	0.8%	2%
COCC(=O)N1CCCC(CNS(=O)(=O)c2ccc(OC)cc2)C1 (configuration not stated)	12%	-1%	-0.2%	-2%	12%	0.3%	5%	2.9%	-6%
Cc1cccc(Nc2ncnc3ccc(Br)cc23)c1	-6%	-2%	0.2%	-2%	-21%	1.7%	1%	20%	1%
COc1cccc(-c2cc(=O)c3cc(NC(=O)c4ccccc4)ccc3[nH]2)c1	-17%	14%	-0.1%	2%	-16%	0.6%	-2%	3.3%	3%
CCn1cc(C(=O)NCCc2ccc(OC)cc2)c(=O)c2ccc(C)nc21	-5%	9%	0.2%	5%	4%	-0.3%	3%	6.7%	4%
O=C(CNC(c1ccccc1)c1ccccc1)NCc1ccccc1Cl	7%	6%	0.1%	-2%	-1%	-1.0%	15%	8.3%	9%
Cc1ccc(C(=O)N2CCC3(CC2)Oc2ccc(F)cc2C(=O)C32CC(c3cccnc3)=NO2)s1 (configuration not stated)	-6%	2%	3.2%	-8%	-7%	-2.2%	-5%	3.2%	8%
COC(=O)c1cccc(NC(=O)CSCc2ccccc2)c1	8%	-5%	0.0%	-7%	2%	-1.1%	-3%	-0.9%	-2%
C=C(Br)Cn1c(CCC)nc2ccccc21	8%	8%	1.1%	4%	4%	0.7%	28%	0.4%	15%
Cc1ccc(NC(=O)CN(c2ccc3c(c2)OCO3)S(=O)(=O)c2c(C)n[nH]c2C)cc1	-6%	1%	1.0%	-1%	1%	0.5%	-9%	0.7%	7%
O=C(COC(=O)C1CC2C=CC1C2)Nc1cccc(S(=O)(=O)N2CCCCC2)c1 (configuration not stated)	-16%	-11%	0.6%[50 µM]	-1%	-6%	0.4%	3%	1.3%	5%
CCOc1ccccc1/C=N/Nc1nc2c(N)ncnc2n1[C@H]1O[C@@H](CO)[C@H](O)[C@@H]1O	-9%	11%	0.6%	0%	11%	-2.1%	-8%	1.0%	7%
CCOc1ccc(C(=O)Nc2ccccc2CC)cc1[N+](=O)[O-]	3%	0%	1.4%[50 µM]	3%	-1%	-2.3%	32%	2.0%	3%
COC(=O)C1=C(C)N(CCc2cc(OC)c(OC)c(OC)c2)C(=O)N[C@H]1c1ccc(Br)cc1	15%	11%	nt	nt	-17%	-0.5%	4%	0.3%	nt
NS(=O)(=O)c1ccc(CCNC(=O)c2ccc([N+](=O)[O-])cc2[N+](=O)[O-])cc1	-5%	5%	0.0%	-9%	-13%	0.5%	5%	-0.4%	3%
O=C(COc1ccc2ccccc2c1)N1c2ccccc2Sc2ccccc21	4%	8%	-0.3%	-2%	11%	0.6%	-4%	23%	2%
Cc1ccccc1CC(=O)Nc1sc(C(C)C)cc1C(=O)N1CCOCC1	10%	-24%	-1.3%[50 µM]	1%	-4%	0.1%	-7%	-0.2%	6%
Cn1cc(S(=O)(=O)N2CCN(C(=O)c3ccco3)CC2)c(=O)n(C)c1=O	-20%	-2%	1.4%	-4%	0%	1.7%	6%	1.0%	9%
O=C(O)CCCCCn1c(SCC(=O)Nc2ccc(F)cc2)nc2ccsc2c1=O	14%	4%	-0.3%	-6%	-5%	4.6%	-13%	-1.4%	2%
Cc1ccc(S(=O)(=O)N2CCCCC2)cc1NC(=O)COC(=O)Cc1ccc(Cl)cc1	3%	-25%	0.2%[50 µM]	-2%	-6%	0.8%	13%	1.3%	9%
COc1ccc(-c2cc(C(=O)Nc3cc(OC)c(OC)c(OC)c3)no2)cc1OC	0%	13%	-1.4%	-5%	7%	-0.1%	-6%	1.1%	8%
N#Cc1c(-c2ccccc2)cc(-c2ccc3c(c2)OCO3)[nH]c1=O	nt	nt	0.5%[50 µM]	-5%	nt	nt	nt	1.3%	6%
Cc1cccc(C(=O)O/N=C2\CCSc3ccc(C)cc32)c1	16%	5%	0.5%	-3%	-13%	0.6%	30%	1.3%	7%
O=C(Nc1cc(=O)[nH]c2nc(-c3ccc(Cl)cc3)nn12)c1ccccc1	-3%	5%	nt	nt	-1%	16%	-10%	20%	nt
CCOC(=O)c1ccccc1NC(=O)c1cc2ccccc2o1	6%	1%	0.2%	-14%	14%	-1.3%	13%	3.9%	9%	NS5 inhibitors pilot replicate=-3.0
O=C1CC(N(O)C2CC(=O)N(Cc3ccccc3)C2=O)C(=O)N1Cc1ccccc1 (configuration not stated)	8%	5%	-1.0%	-2%	10%	5.8%	-8%	1.2%	8%
Cn1nc(C(F)(F)F)c(/C=N/OC(=O)c2ccccc2Cl)c1SCc1ccccc1Cl	14%	-3%	0.1%	2%	-8%	-1.8%	-1%	-0.7%	7%	NS5 inhibitors pilot replicate=-0.3
COc1ccccc1Nc1nc(-c2c(C)nc3ncccn23)cs1	-20%	25%	-0.1%	-2%	-4%	-2.3%	-1%	nt	16%
CCOc1ccc(N2CC(C(=O)NCc3nnnn3-c3ccc(C)c(C)c3)CC2=O)cc1 (configuration not stated)	18%	10%	0.1%	4%	9%	-1.2%	0%	2.6%	9%
O=C(COC(=O)c1ccccc1)Nc1cccc(S(=O)(=O)N2CCOCC2)c1	9%	12%	0.1%	-3%	8%	0.2%	2%	-0.2%	3%
Cc1cc(C)nc(Sc2ccc(/C=C(\C#N)C(=O)Nc3ccccc3)o2)n1	-8%	4%	-2.5%	9%	11%	-4.4%	-7%	3.3%	0%
O=C(c1cc(-c2ccc(Cl)cc2)n[nH]1)N1CCc2ccccc2C1	2%	14%	0.0%	1%	-4%	-1.0%	-7%	2.5%	8%
COCCCNC(=O)c1ccccc1C(F)(F)F	2%	10%	0.1%	-4%	16%	-0.9%	-1%	2.7%	6%
O=C(CCN1CCN(c2ccccc2F)CC1)c1ccc(Br)cc1	20%	4%	0.1%	-54%	-4%	-2.2%	2%	1.6%	2%
Cc1ccsc1/C=N\NC(=O)c1ccc2c(c1)OCO2	-1%	4%	-0.2%	0%	10%	-2.0%	-16%	0.7%	1%
O=C(CS(=O)(=O)c1ccc(F)cc1)N1CCN(c2ccccc2)CC1	nt	5%	0.9%[50 µM]	4%	nt	nt	5%	0.7%	3%
CCc1nnc(NC(=O)CCC(=O)N2CCN(CCOc3ccc(C)cc3)CC2)s1	2%	10%	4.8%	4%	9%	18%	5%	22%	6%
O=C(Nc1ccccc1N1CCOCC1)c1cccc(NS(=O)(=O)c2ccc(F)c(F)c2)c1	3%	1%	1.6%	-3%	8%	5.0%	2%	0.8%	-3%
Cc1csc2c(=O)sc(NC(=O)c3ccco3)nc12	6%	16%	0.9%	-2%	0%	0.8%	-2%	1.3%	9%
Cc1cc(-c2nnc(CCC(=O)NCC(C)c3ccccc3)o2)no1 (configuration not stated)	2%	-6%	1.6%[50 µM]	-3%	7%	-0.5%	7%	-0.4%	10%
COc1ccc(OC)c(C(=O)NC(CC(N)=O)c2ccc(N3CCC(N4CCCC4)CC3)c([N+](=O)[O-])c2)c1 (configuration not stated)	-2%	8%	0.5%	0%	14%	-3.2%	6%	-0.7%	6%
COc1ccc2c(c1)c(=O)oc1cc(O)ccc12	6%	10%	3.4%	-12%	-12%	-1.2%	-2%	0.7%	31%
O=C(O)CCc1nn2c3ccccc3n(Cc3ccccc3F)c2nc1=O	8%	12%	-0.1%	0%	-7%	-1.0%	4%	-0.1%	3%
CN(c1ccc(OCC(=O)OCC(=O)c2c(N)n(C)c(=O)n(C)c2=O)cc1)S(=O)(=O)c1ccc2ccccc2c1	4%	1%	0.4%	-2%	3%	-0.8%	6%	2.8%	-2%
Cc1cccc(NC(=O)CSc2nnc(NC(=O)C3CCC3)s2)c1	2%	5%	0.2%	-7%	-9%	2.5%	-9%	12%	6%
O=C(O)c1cc(NC(=O)c2ccc([N+](=O)[O-])cc2)cc(NC(=O)c2ccc([N+](=O)[O-])cc2)c1	12%	8%	0.1%	3%	11%	6.3%	1%	3.9%	10%

Not a retest: an excerpt of the list.
SMILES	GPR55 antagonists	SV40 large T antigen	UTI89 phage lysis	NS5 inhibitors	GPR35 arrestin U2OS	HIV peptide binding	Salmonella PhoP GFP	RSV CPE inhibition	Rac1 GTP hydrolysis	others
COc1ccc2c(c1)c(=O)oc1cc(O)ccc12	6%	10%	3.4%	-12%	-12%	-1.2%	-2%	0.7%	31%
O=C(O)CCc1nn2c3ccccc3n(Cc3ccccc3F)c2nc1=O	8%	12%	-0.1%	0%	-7%	-1.0%	4%	-0.1%	3%
CN(c1ccc(OCC(=O)OCC(=O)c2c(N)n(C)c(=O)n(C)c2=O)cc1)S(=O)(=O)c1ccc2ccccc2c1	4%	1%	0.4%	-2%	3%	-0.8%	6%	2.8%	-2%
Cc1cccc(NC(=O)CSc2nnc(NC(=O)C3CCC3)s2)c1	2%	5%	0.2%	-7%	-9%	2.5%	-9%	12%	6%
O=C(O)c1cc(NC(=O)c2ccc([N+](=O)[O-])cc2)cc(NC(=O)c2ccc([N+](=O)[O-])cc2)c1	12%	8%	0.1%	3%	11%	6.3%	1%	3.9%	10%
